Bioassay records as filed in PubChem BioAssay.
H69AR inhibit = proliferation blockers of H69AR lung cancer cells, primary screen, cell-based, human, 86K library; H69AR lung tumor viability, ATP luminescence, 72 h; active compounds read low; viability, % at 10 µM; 85,000 tested, 6% active;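 active = viability at or below 40%; inactive = viability above 40%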;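 note: multidrug resistant small cell line overexpressing MRP-1 efflux transporter; 100% = mean luminescence of untreated control wells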
S1P2 blocker = human S1P2 receptor antagonists, primary screen, cell-based; Sphingosine 1-phosphate receptor 2 (Homo sapiens), O95136; cell-based S1P2 antagonist assay, inhibition at 5 uM; 97,000 tested, 0.21% active; inhibition, % at 5 µM; in the data active = inhibition above about 45%;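 note: CRE beta-lactamase reporter cells expressing human S1P2 stimulated with S1P; 0% = agonist at EC80 alone and 100% = agonist plus reference antagonist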
Target sequence (O95136 whole entry, looked up): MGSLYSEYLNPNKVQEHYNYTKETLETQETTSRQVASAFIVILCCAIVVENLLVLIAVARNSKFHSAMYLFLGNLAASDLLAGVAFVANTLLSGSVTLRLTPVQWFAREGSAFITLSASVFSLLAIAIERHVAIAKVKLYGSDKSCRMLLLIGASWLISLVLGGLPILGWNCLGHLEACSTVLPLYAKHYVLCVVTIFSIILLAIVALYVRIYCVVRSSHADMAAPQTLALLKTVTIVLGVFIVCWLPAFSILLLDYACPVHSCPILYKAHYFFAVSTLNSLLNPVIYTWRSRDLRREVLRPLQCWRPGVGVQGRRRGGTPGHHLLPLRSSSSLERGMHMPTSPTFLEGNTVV
PostGolgi yeast = phenotypic screen on post-Golgi transport, primary screen; post-Golgi transport phenotypic cell assay; inhibition, % at 10 µM; 98,000 tested, 0.9% active;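 note: yeast cells grown in 1536-well plates; yeast grown about 18 h at 30C before absorbance read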
PostGolgi ctrl = growth inhibition of yeast control strain, primary screen, counter-screen for post-Golgi transport modulator project; efflux-deficient yeast background strain, growth absorbance A615, 16 h; inhibition, % at 10 µM; 98,000 tested, 5% active
HUVEC inhibit = inhibitors of HUVEC proliferation, primary screen, cell-based, 384-well; CellTiter-Glo luminescence, 72 h; active compounds read low; viability, % at 10 µM (by protocol); 86,000 tested, 1.1% active; AID 648, 2007;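 active = viability at or below 30%; inactive = viability above 30%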;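 note: 100% = median luminescence of DMSO-only cell control wells on each plate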
S1P2 agonist = S1P2 receptor agonists, primary screen, cell-based; 97,000 tested, 0.46% active; S1P2-expressing cell line, agonist reporter read-out; activation, % at 4.5 µM; in the data active = activation above about 16%;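 note: 0% = vehicle low control and 100% = maximal reference agonist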
Lung fibro prol = antiproliferative effect on LL 47 fibroblasts – human, LL 47 cells, CellTiter-Glo luminescence, primary screen; LL 47 human lung fibroblast viability, ATP luminescence; active compounds read low; AID 719, 2007; viability, % at 10 µM; 85,000 tested, 1.1% active;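 active = viability at or below 50% in the single dose screen; inactive = viability above 50%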;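 note: compound exposure lasted 72 h before the ATP readout; 100% = median luminescence of untreated cell-only wells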
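Assay system: human lung fibroblast line LL 47, low passage. Input: 1,150 fibroblasts seeded per well. Times: overnight cell rest, 72 h compound treatment at 37 °C. Evaluation: % viability of median cell-only signal. Technique: luminescent ATP detection, CellTiter-Glo. Control set: cell-only wells, no compound.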
DAT uptake mod = changed hDAT dopamine uptake under cocaine IC80, either direction, primary screen, cocaine antagonist project, cell-based, LLC-PK1 hDAT, [14C]-dopamine uptake, MLSMR; Sodium-dependent dopamine transporter (Homo sapiens), Q01959; LLC-PK1 hDAT cells, [14C]-dopamine uptake with cocaine IC80; actives deviate in either direction; B-score at 10 µM; 110,000 tested, 1.3% active;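 active = Z score or B-score, a plate-position-corrected score, falls beyond the plate's 99.7% confidence bounds, in either direction; inactive = both scores lie inside the 99.7% bounds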;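 note: scored against the spread of the other compound wells on the same plate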
Target sequence (Q01959 whole entry, looked up): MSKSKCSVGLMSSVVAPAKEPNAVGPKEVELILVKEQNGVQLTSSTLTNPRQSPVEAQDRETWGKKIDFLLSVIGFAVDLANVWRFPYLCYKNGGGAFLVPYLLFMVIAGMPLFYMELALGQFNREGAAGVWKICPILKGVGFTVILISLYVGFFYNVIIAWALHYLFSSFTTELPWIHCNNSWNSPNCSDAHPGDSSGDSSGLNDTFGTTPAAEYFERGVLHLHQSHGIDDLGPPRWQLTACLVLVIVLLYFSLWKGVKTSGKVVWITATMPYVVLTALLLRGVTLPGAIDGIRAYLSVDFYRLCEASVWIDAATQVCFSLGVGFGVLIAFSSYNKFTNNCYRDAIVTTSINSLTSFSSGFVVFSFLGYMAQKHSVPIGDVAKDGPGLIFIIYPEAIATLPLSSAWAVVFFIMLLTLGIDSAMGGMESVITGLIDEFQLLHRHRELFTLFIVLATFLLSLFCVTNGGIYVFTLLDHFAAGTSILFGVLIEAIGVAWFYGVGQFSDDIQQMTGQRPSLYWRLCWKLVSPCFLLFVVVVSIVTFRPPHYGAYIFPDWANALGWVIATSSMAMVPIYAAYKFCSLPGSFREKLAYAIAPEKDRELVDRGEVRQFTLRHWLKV
Ecoli WT expand = growth inhibitors of wild-type E. coli, primary screen, strain BW25113, expanded library, OD600; OD600 absorbance; growth inhibition, % at 100 µM; 98,000 tested, 0.15% active; AID 710, 2007;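 active = growth inhibition above about 50% at one test dose, limit read from the data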;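 note: growth measured after 20 h incubation at 37 °C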
* hit, by the source's call; nt = no result given. Cut-off read from the data, not from the text of the source, unless noted: active = inhibition above about 30%; inactive = the rest.

no.	smiles	H69AR inhibit	S1P2 blocker	PostGolgi yeast	PostGolgi ctrl	HUVEC inhibit	S1P2 agonist	Lung fibro prol	DAT uptake mod	Ecoli WT expand
1	CCCN1CCN(C(=O)Cn2cccc2C(=O)c2ccccc2)CC1	90	21	10	17	90	-9	98	0.31	-19
2	NC(=O)c1ccccc1NC(=O)/C=C/c1c(Cl)cccc1Cl	nt	5	-8	8	nt	-1	nt	-0.26	-1
3	COC(=O)C(Cc1ccc(O)cc1)NC(=O)c1ccccc1OC (configuration not stated)	90	nt	-4	-7	98	nt	103	0.76	2
4	COc1ccc(OCC(=O)Nc2cccc3ncccc23)cc1	98	-10	-7	-5	102	-3	108	-0.38	-3
5	O=[N+]1C2=C(CCCC2)N([O-])C12CCCC2	96	-1	-2	4	98	1	99	0.54	-2
6	CCC(Sc1nnnn1C)C(=O)Nc1ccc(C(C)=O)cc1 (configuration not stated)	100	-4	1	13	107	-8	102	0.45	-5
7	Cc1cc(C)c2nc(N3CCC(C(=O)NCCCN4CCCCC4)CC3)sc2c1	58	10	-3	5	4.0*	-4	2.7*	2.9	8
8	C/C=C/c1ccc(OCCCCn2cncn2)c(OC)c1	103	-9	2	31*	90	-3	103	-0.27	0
9	Cc1cc(=O)oc2cc(OCC(=O)N3CCCc4ccccc43)ccc12	90	4	-6	2	79	-9	103	0.04	-4
10	Cn1c(=O)c2c(-c3ccccc3)n(-n3cnnc3)cc2n(C)c1=O	48	8	1	13	85	-3	89	1.4	-4
11	CN(C)CCN1C(=O)c2oc3ccccc3c(=O)c2C1c1cccc(Br)c1 (configuration not stated)	nt	0	28	10	92	-8	91	-0.1	-2
12	CSC(=NS(=O)(=O)c1ccccc1)SC	78	19	-4	12	94	-8	100	-0.83	6
13	N#Cc1ccccc1NC(=O)CNc1ccccc1N1CCCCC1	nt	-27	2	20	nt	-7	nt	-0.23	-9
14	Cc1cc(Cl)c(S(=O)(=O)Nc2ccon2)cc1OCC(=O)NC1CCCCC1	87	-19	15	-5	107	0	101	-0.46	0
15	CCCS(=O)(=O)c1nc(S(=O)(=O)c2ccc(C)cc2)c(N2CCCC2)s1	91	-8	-3	7	104	-2	99	-0.23	5
16	N#Cc1c(SCC(N)=O)nc2c(c1-c1ccc(OCc3ccccc3)cc1)CCCC2	87	0	nt	nt	91	-5	82	nt	nt
17	COc1ccc(N2CCN(CCCNC(=O)C3CCCN(S(=O)(=O)c4cnc[nH]4)C3)CC2)cc1 (configuration not stated)	105	nt	7	-3	92	nt	99	-0.93	4
18	CCOC(=O)c1c(C)n(OCc2ccccc2)c2ccc3nonc3c12	53	2	3	12	72	-1	94	-1.3	-11
19	O=C(COC(=O)c1ccc2ccccc2c1)Nc1ncc(C(F)(F)F)cc1Cl	79	3	-7	4	74	-4	93	0.26	-7
20	C=CCn1c(=O)c(C#N)cc2c(=O)n3ccccc3nc21	95	-59	4	-2	106	60*	98	-0.095	-1
21	CCOC(=O)Cn1c(S(=O)(=O)Cc2ccccc2)nc2ccccc21	107	13	1	8	113	-4	104	0.34	3
22	N#CC(=C1N=c2ccccc2=N1)c1c(O)[nH]c2ccccc12	nt	12	7	3	nt	-4	nt	0.13	-7
23	CN1CCN(/C=N/c2sc3c(c2C#N)CCCCC3)CC1	nt	-1	2	7	nt	-8	nt	1	-13
24	CCOc1ccc(C(=O)c2nc3c(n2O)CCCC3)cc1	98	-6	0	-3	116	-8	103	0.11	-12
25	CCOc1ccc(CCNC(=O)C2CC(=O)N(C3CCCC3)C2)cc1OCC (configuration not stated)	89	31	4	0	97	-2	104	-0.022	3
26	Cc1c(CCO)c(=O)[nH]n1C(=O)c1ccc(F)cc1	nt	13	-3	-8	nt	-3	nt	-0.073	5
27	COc1ccc(-n2nnnc2SCC(=O)c2cccc(OC)c2)cc1	86	11	11	12	58	-10	99	-0.14	-11
28	O=C(COc1cccc2ccccc12)NNC(=O)[C@@H]1CCCC[C@@H]1C(=O)O	nt	-5	-6	8	nt	-7	nt	-0.18	1
29	O=C(COC(=O)C1CCN(C(=O)c2ccc(Cl)cc2)CC1)c1ccco1	96	-7	14	-2	96	0	101	-0.14	-1
30	CCC(C)(C)N1CC(=O)N(Cc2ccccc2)C(c2ccc(OC)cc2)C1=O (configuration not stated)	95	8	1	5	102	2	105	0.85	1
31	COc1ccc(-c2noc(CCCc3ccccc3)n2)cc1OC	105	7	-7	9	111	-6	107	1.1	-3
32	Cc1nc2ccccc2c2oc(C(=O)NCCN3CCN(C)CC3)cc12	89	-20	-11	-2	96	-7	99	0.0018	7
33	O=C(NC1CCCCC1)C(c1ccc(Cl)cc1)N(C(=O)c1cnccn1)c1ccc2c(c1)OCO2 (configuration not stated)	45	-10	-10	-2	95	-1	88	-0.58	-5
34	CCOC(=O)N1CCN(C(=O)CS(=O)(=O)Cc2nc(-c3ccccc3C)oc2C)CC1	nt	-1	2	5	nt	-3	nt	1.1	4
35	O=C(Nc1ccc(F)cc1)N(CCCN1CCOCC1)Cc1cc2cc3c(cc2[nH]c1=O)OCCO3	61	-58	2	40*	81	-2	90	-0.024	-1
36	Oc1ccc(Cl)cc1-c1cc(C(F)(F)C(F)F)nc(-c2ccccc2)n1	48	-7	-5	2	88	-3	94	-0.069	-15
37	O=C(OC(C(=O)NC1CCCC1)c1cccnc1)C1=Cc2ccccc2OC1 (configuration not stated)	74	14	1	0	106	-11	101	-0.97	-6
38	CS/C(=N\S(=O)(=O)c1cccs1)Nc1ccc(N2CCOCC2)cc1	73	14	-5	7	111	-4	99	1.2	3
39	CC(c1ccco1)N(C(=O)c1ccc(Cl)s1)c1ccccn1 (configuration not stated)	95	11	nt	nt	95	-5	99	1.6	nt
40	O=C(NC1CCCCC1)NC1CCN(S(=O)(=O)Cc2ccccc2)CC1	103	2	-3	9	97	-6	99	-1.7	-2
41	CCOc1ccc(Cl)cc1CNCCNCCO	nt	-4	8	-6	nt	-3	nt	-0.3	6
42	CSc1ccccc1NC(=O)CN(Cc1ccc(Cl)cc1)S(C)(=O)=O	82	-8	17	14	84	-6	98	-0.88	-2
43	CCN(CC)S(=O)(=O)c1ccc(S(=O)(=O)N(Cc2ccccn2)Cc2ccco2)cc1	50	20	-6	7	91	-4	98	0.11	-7
44	Cc1cc(Br)ccc1NC(=O)CNC(=O)CN(C)Cc1nc2ccccc2c(=O)[nH]1	56	-2	1	-6	80	-1	92	-0.0085	1
45	COC(=O)Nc1nc(C)c(C(=O)N(C)C)s1	106	9	13	-4	77	0	87	-1.4	0
46	c1ccc(Cn2nnnc2C(c2ccccn2)N2CCOCC2)cc1 (configuration not stated)	98	3	-2	4	108	1	96	-0.93	-3
47	CC1CC(C)CN(C(=O)COC(=O)CNS(=O)(=O)/C=C/c2ccccc2)C1 (configuration not stated)	100	24	9	-3	95	-2	109	0.3	2
48	CCCc1cc2c(=O)c(-c3ccc4c(c3)OCCO4)c(C)oc2cc1OS(C)(=O)=O	nt	1	1	6	nt	-5	nt	2.8*	-2
49	O=C(CSc1nnc(-c2cccs2)n1Cc1ccco1)c1ccc2c(c1)OCO2	87	-8	-2	1	88	-4	101	0.87	1
50	CC#CCCCC(=O)Nc1ccccc1C(=O)O	84	18	-18	0	98	-6	107	0.22	-10

With a hit mark in S1P2 agonist, of those listed so far:
| # | SMILES | S1P2 blocker | PostGolgi yeast | S1P2 agonist | DAT uptake mod |
| --- | --- | --- | --- | --- | --- |
| 20 | C=CCn1c(=O)c(C#N)cc2c(=O)n3ccccc3nc21 | -59 | 4 | 60* | -0.095 |

(further entries)
no.	smiles	H69AR inhibit	S1P2 blocker	PostGolgi yeast	PostGolgi ctrl	HUVEC inhibit	S1P2 agonist	Lung fibro prol	DAT uptake mod	Ecoli WT expand
51	Cc1ccc(CSc2nc3ccncc3[nH]2)cc1	67	20	-4	5	78	-3	78	1.5	13
52	Cc1nc(N2CCOCC2)nc2c1CCCC2	94	-8	-8	8	100	-2	102	0.0086	7
53	CCCC(=O)N1c2ccc(-c3csc(N)n3)cc2CC1C (configuration not stated)	95	-1	11	12	99	-6	111	0.092	10
54	Clc1ccc(Oc2nnnn2-c2ccccc2)cc1	95	-2	-3	11	95	-1	100	0.37	1
55	Cc1ccc2nc(NCc3ccco3)c(C=NCc3ccco3)c(=O)n2c1	75	-29	8	3	97	-1	98	-0.058	3
56	CCOC(=O)c1cccc(-n2c(C)nc3ccccc3c2=O)c1	87	8	-8	-7	103	-4	94	1.5	7
57	Cc1cc(C)cc(OCC(=O)NCc2nc(-c3ccccc3)no2)c1	87	-5	0	2	103	-5	101	0.56	11
58	COc1nc(OC)nc(N2CCC(C(=O)Nc3cccc4c3CCCC4)CC2)n1	62	-5	-3	12	98	-1	91	-0.21	2
59	O=C(c1csc2c1CCCC2)N1CCN(c2ncccn2)CC1	81	19	-1	-11	97	-4	nt	0.28	-7
60	CCN(CC)CCN1C(=O)c2ccccc2NC1c1ccccc1F (configuration not stated)	98	6	nt	nt	98	-4	104	-0.64	nt
61	CC(C)NC(=O)CCS(=O)(=O)c1ccc(Br)s1	94	2	5	5	107	-1	100	-0.2	-7
62	CC(C)Cn1c(-c2csc3c2CCCC3)n[nH]c1=S	nt	-3	-5	14	nt	-5	nt	nt	7
63	Cc1n[nH]c(=O)nc1NC(C)c1ccccc1 (configuration not stated)	80	-1	-7	-9	102	-6	102	-0.051	8
64	Cc1ccccc1NS(=O)(=O)c1ccc(NC(=O)c2nc3ncccn3n2)cc1	nt	-6	-7	6	nt	-3	nt	-0.63	2
65	CC1CCCCN1Cc1c(C#N)c2ccccc2n1C (configuration not stated)	101	-10	1	25	103	0	110	-1.9	1
66	CCOc1ccc(OCC)c(NC(=O)CN2CCN(c3cc(C)ccc3C)CC2)c1	68	10	7	9	98	-6	109	2.4	-17
